# MrgX1 agonist: activates human MrgX1 receptor signaling; B-score at 10 µM; 0.44% of 310,000 active; MrgX1-HEK293 cells, Fluo-4 calcium fluorescence, agonist mode; hits give high values; Q96LB2;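 active = calcium response B-score plate-corrected fluorescence ratio at least 3 library SD, with starting fluorescence B-score inside 5 SD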
# Target sequence (Q96LB2 whole entry, looked up): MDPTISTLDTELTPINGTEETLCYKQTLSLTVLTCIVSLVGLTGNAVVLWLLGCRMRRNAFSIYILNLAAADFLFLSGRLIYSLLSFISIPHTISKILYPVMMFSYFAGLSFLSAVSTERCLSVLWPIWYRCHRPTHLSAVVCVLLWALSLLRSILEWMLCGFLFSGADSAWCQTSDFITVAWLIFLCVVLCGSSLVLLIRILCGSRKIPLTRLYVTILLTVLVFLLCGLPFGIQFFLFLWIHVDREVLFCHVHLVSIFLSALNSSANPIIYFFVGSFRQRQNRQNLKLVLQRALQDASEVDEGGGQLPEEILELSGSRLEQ
#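 Material – MrgX1-expressing HEK293 cells · Input – 15,000 cells seeded per well · Dosing – compound as first of three additions · Times – overnight seeding, then 1 h dark dye loading · Measured by – kinetic Fluo-4 NW fluorescence of intracellular calcium · Read-out – B-scored fluorescence response ratio · Benchmarks – positive and negative control wells on each plate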
# TRPC4 agonist: opens the mouse TRPC4 cation channel; AID 2237; B-score at 10 µM; Q9QUQ5; 0.49% of 310,000 active; HEK293 TRPC4beta/mu-opioid, Fluo4 calcium fluorescence; hits give high values;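 active = B-score above 5 SD of library B-scores, and initial fluorescence ratio not above library mean plus 5 SD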;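 also: positive B-score marks a calcium rise read as TRPC4 activation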
#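 Assay system: HEK293 cells stably co-expressing mouse TRPC4beta and mu-opioid receptor / Timing: Fluo4 dye loading 45 min at room temperature, 110 s recording / Signal: Fluo4 calcium-sensitive dye fluorescence, kinetic, 1 Hz baseline / Read-out: integrated baseline-normalised fluorescence ratio, converted to per-well B score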
# MrgX1 PAM: allosterically activates human MrgX1 receptor signaling. MrgX1-HEK293, Fluo-4 calcium flux, FDSS; hits give high values. B-score at 10 µM. 0.63% of 310,000 active. AID 588675;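 active = plate-corrected calcium response at least 3 library SD above typical, normal starting fluorescence, not activating the receptor alone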;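 also: compound read alongside a low EC10 to EC30 dose of BAM8-22 agonist; peak minus trough fluorescence over baseline measured at the second addition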
# ANO1 activ: activates or potentiates the mouse TMEM16A chloride channel; Q8BHY3; HEK293 TMEM16A/YFP-H148Q/I152L, iodide quench fluorescence; hits give low values; B-score at 10 µM; 0.3% of 340,000 active;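 active = fluorescence-ratio B-score plate-corrected deviation score at least 3 library SD below zero, with starting fluorescence score within 5 deviations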;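 also: channel opened by trigger with iodide after compound preincubation; score built on the fluorescence ratio of max minus min over baseline; more negative score means more quench and so TMEM16A activation or potentiation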
# TRPC4 potent: allosteric potentiators of mouse TRPC4 channel. 0.42% of 310,000 active. Q9QUQ5. B-score at 10 µM. HEK293 TRPC4beta/mu-opioid, DAMGO EC20, Fluo-4 Ca2+ flux; hits give high values;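 active = B-score of calcium response area above 5 SD of library B-scores, with initial fluorescence ratio within 5 SD of library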;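 also: B-score of integrated fluorescence ratio over time as area under calcium response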
# MrgX1 antag: antagonists of human MrgX1 receptor | B-score at 10 µM | 1.3% of 310,000 active | Q96LB2 | MRGX1-HEK293 calcium flux, Fluo-4, BAM8-22 antagonism; hits give low values;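 active = calcium-response B-score plate-corrected more than 3 library SD below zero, starting fluorescence within 5 deviations, no agonist response on first addition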;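 also: peak minus trough fluorescence over baseline after final BAM8-22 challenge near maximal dose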
# ANO1 block: mouse TMEM16A channel inhibition, primary screen. Q8BHY3. HEK293 TMEM16A/YFP iodide influx fluorescence, ionomycin. AID 588511. normalized B-score (activity score, 25-100; higher = stronger inhibition) at 10 µM. 1.2% of 310,000 active;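 active = ratio plate-corrected score three or more library SD toward inhibition, starting fluorescence score within five deviations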;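 also: score derived from kinetic fluorescence span divided by baseline fluorescence per well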
# TRPC6 activator: activates the mouse TRPC6 cation channel | Q61143 | HEK293-TRPC6 membrane potential dye fluorescence; hits give high values | B-score at 10 µM | 0.13% of 310,000 active | AID 2550;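 active = B-score of the integrated fluorescence ratio above library mean plus 3 SD, and starting fluorescence ratio within library mean plus 5 SD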;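 also: higher score means more depolarization so channel activation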
# TRPC4 block: TRPC4 (mouse) channel inhibition; Q9QUQ5; HEK293 TRPC4beta/mu-opioid, DAMGO-evoked Fluo4 calcium flux; hits give low values; B-score at 10 µM; 0.39% of 300,000 active; AID 2247;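 active = B-score over 3 SD under the library average, no early fluorescence shift, positive overall ratio signal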
#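 Material: HEK293 cells with stable TRPC4beta plus mu-opioid receptor expression / Probe or stimulus: DAMGO in two steps, submaximal then maximal / Compound: single concentration per test compound / Technique: kinetic Fluo4 fluorescence imaging of calcium influx / Read-out: per-well B score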
# TRPC6 inh: inhibitors of mouse TRPC6 channel | HEK293-TRPC6, membrane potential dye, ACh-evoked depolarization; hits give low values | B-score at 10 µM | 1.1% of 310,000 active | Q61143;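 active = B-score under library mean minus 3 SD, initial fluorescence not abnormally high, positive integrated signal ratio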;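 also: B-score derived from integrated fluorescence ratio over the kinetic read; more negative B-score means stronger inhibition of depolarization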
# SKKanGAS inh: blocks kanamycin growth of S. pyogenes SKKanGAS strain; BacTiter-Glo, 6 h; inhibition, % at 7.5 µM; 1.3% of 300,000 active;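 active = mean replicate score, as percent of positive control median, at least 50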;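 also: strain carries kanamycin resistance gene driven by streptokinase promoter and grows in 40 µg/ml kanamycin; loss of luminescence reflects streptokinase promoter inhibition or plain growth inhibition; 0% = median of DMSO wells and 100% = positive control at its reference dose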
# Starred values were filed as active, the others as inactive; i = inactive.
[1] COCCn1c(C)cc(C(=O)Cn2nc(C(=O)O)c3ccccc3c2=O)c1C
[2] Nc1nnc(SCc2c(F)cccc2Cl)s1
[3] COC(=O)c1cccc(NC(=O)CSc2nncn2-c2ccccn2)c1
[4] CCCn1c(N)c(Sc2ccc(C)cc2)c(=O)n(CCC)c1=O
[5] CCc1cccc(NC(=O)CCNS(=O)(=O)c2ccc3c(c2)oc(=O)n3C)c1
[6] CCOC(=O)CCCNC(=O)c1cncc(O)c1

compound no.	1	2	3	4	5	6
MrgX1 agonist	i	i	i	i	i	i
TRPC4 agonist	i	i	i	i	i	i
MrgX1 PAM	i	i	i	i	i	i
ANO1 activ	i	i	i	i	i	i
TRPC4 potent	i	i	i	i	i	i
MrgX1 antag	i	i	i	i	i	i
ANO1 block	i	i	i	i	i	i
TRPC6 activator	i	i	i	i	i	i
TRPC4 block	i	i	i	i	i	i
TRPC6 inh	i	i	i	i	i	i
SKKanGAS inh	-10.5	-1.0	-5.7	9.6	-4.3	-11.7

[7] CC(=O)N1CCCc2cc(S(=O)(=O)N(C)CCC#N)ccc21
[8] COc1ccccc1CCC(=O)OCC(=O)NC1CCCC1
[9] CSCCC(NC(=O)c1ccccc1Br)C(=O)N1CCC(C)CC1 (stereo unspecified)
[10] COC(=O)C(C)N(C(=O)c1cccc(Cl)c1)c1c(C)cccc1C (stereo unspecified)
[11] C=CCn1c(SCc2ccc(C#N)cc2)nnc1-c1ccc(C)cc1
[12] CCCc1cc(=O)oc2cc(C)cc(OCC(=O)NCCCn3ccnc3)c12

compound no.	7	8	9	10	11	12
MrgX1 agonist	i	i	i	i	i	i
TRPC4 agonist	i	i	i	i	i	i
MrgX1 PAM	i	i	i	i	i	i
ANO1 activ	i	i	i	i	i	i
TRPC4 potent	i	i	i	i	i	i
MrgX1 antag	i	i	i	i	i	i
ANO1 block	i	i	i	i	i	i
TRPC6 activator	i	i	i	i	i	i
TRPC4 block	i	i	i	i	i	i
TRPC6 inh	i	i	i	i	i	i
SKKanGAS inh	17.4	-14.1	4.8	0.1	-2.6	-0.5

# Reprinted from the part before: two compounds, followed by the next part.
[11] C=CCn1c(SCc2ccc(C#N)cc2)nnc1-c1ccc(C)cc1
[12] CCCc1cc(=O)oc2cc(C)cc(OCC(=O)NCCCn3ccnc3)c12
[13] CCC(=O)N(C)/C=C1\Sc2ccccc2C1=O
[14] O=S(=O)(c1ccc(Br)s1)N1CCN(c2ccccn2)CC1
[15] O=C(Nc1ccc(S(=O)(=O)N2CCOCC2)cc1)c1ccco1
[16] COc1ccc(-n2c(SCCC(=O)O)nnc2-c2ccncc2)cc1
[17] COc1ccccc1N1CCN(C(=O)CCC(=O)O)CC1
[18] O=C(NCC(c1ccc(F)cc1)N1CCOCC1)c1ccco1 (stereo unspecified)

compound no.	11	12	13	14	15	16	17	18
MrgX1 agonist	i	i	i	i	i	i	i	i
TRPC4 agonist	i	i	i	i	i	i	i	i
MrgX1 PAM	i	i	i	i	i	i	i	i
ANO1 activ	i	i	i	i	i	i	i	i
TRPC4 potent	i	i	i	i	i	i	i	i
MrgX1 antag	i	i	i	i	i	i	i	i
ANO1 block	i	i	i	i	i	100*	i	i
TRPC6 activator	i	i	i	i	i	i	i	i
TRPC4 block	i	i	i	i	i	i	i	i
TRPC6 inh	i	i	i	i	i	i	i	i
SKKanGAS inh	-2.6	-0.5	3.4	0.2	-1.1	-2.8	-8.7	-1.8

# Some of the entries so far, with values under each structure.
# Each structure is followed by: MrgX1 agonist, TRPC4 agonist, MrgX1 PAM, ANO1 activ, TRPC4 potent, MrgX1 antag, ANO1 block, TRPC6 activator, TRPC4 block, TRPC6 inh, SKKanGAS inh
7) CC(=O)N1CCCc2cc(S(=O)(=O)N(C)CCC#N)ccc21
→ i, i, i, i, i, i, i, i, i, i, 17.4
8) COc1ccccc1CCC(=O)OCC(=O)NC1CCCC1
→ i, i, i, i, i, i, i, i, i, i, -14.1
9) CSCCC(NC(=O)c1ccccc1Br)C(=O)N1CCC(C)CC1 (stereo unspecified)
→ i, i, i, i, i, i, i, i, i, i, 4.8
10) COC(=O)C(C)N(C(=O)c1cccc(Cl)c1)c1c(C)cccc1C (stereo unspecified)
→ i, i, i, i, i, i, i, i, i, i, 0.1
11) C=CCn1c(SCc2ccc(C#N)cc2)nnc1-c1ccc(C)cc1
→ i, i, i, i, i, i, i, i, i, i, -2.6
12) CCCc1cc(=O)oc2cc(C)cc(OCC(=O)NCCCn3ccnc3)c12
→ i, i, i, i, i, i, i, i, i, i, -0.5
13) CCC(=O)N(C)/C=C1\Sc2ccccc2C1=O
→ i, i, i, i, i, i, i, i, i, i, 3.4
14) O=S(=O)(c1ccc(Br)s1)N1CCN(c2ccccn2)CC1
→ i, i, i, i, i, i, i, i, i, i, 0.2
15) O=C(Nc1ccc(S(=O)(=O)N2CCOCC2)cc1)c1ccco1
→ i, i, i, i, i, i, i, i, i, i, -1.1
16) COc1ccc(-n2c(SCCC(=O)O)nnc2-c2ccncc2)cc1
→ i, i, i, i, i, i, 100*, i, i, i, -2.8
17) COc1ccccc1N1CCN(C(=O)CCC(=O)O)CC1
→ i, i, i, i, i, i, i, i, i, i, -8.7
18) O=C(NCC(c1ccc(F)cc1)N1CCOCC1)c1ccco1 (stereo unspecified)
→ i, i, i, i, i, i, i, i, i, i, -1.8

# More structures.
[19] Cc1cc(NC(=O)c2ccc(C)o2)no1
[20] CC(C(=O)NCC1(c2ccccc2)CCCC1)N1CCOCC1 (stereo unspecified)
[21] O=S(=O)(c1ccc(Cl)cc1)N1CCN(Cc2ccncc2)CC1
[22] COc1ccccc1NS(=O)(=O)c1cc(C(=O)N2CC(C)CC(C)C2)ccc1C (stereo unspecified)
[23] COc1ccc([N+](=O)[O-])cc1NC(=O)COC(=O)C1CC1
[24] CCOc1ccc(C2/C(=C(\O)c3ccc4c(c3)OCCO4)C(=O)C(=O)N2CCCN2CCOCC2)cc1 (stereo unspecified)

compound no.	19	20	21	22	23	24
MrgX1 agonist	i	i	i	i	i	i
TRPC4 agonist	i	i	i	i	i	i
MrgX1 PAM	i	i	i	i	i	i
ANO1 activ	i	i	i	i	i	i
TRPC4 potent	i	i	i	i	i	i
MrgX1 antag	i	i	i	i	i	i
ANO1 block	i	i	i	i	i	i
TRPC6 activator	i	i	i	i	i	i
TRPC4 block	i	i	i	i	i	i
TRPC6 inh	i	i	i	i	i	i
SKKanGAS inh	3.5	4.5	-0.6	-11.2	7.1	8.7

# Bioassay records from PubChem.

# No enrichment for hits, and some 6.7% of all compounds hit somewhere here.
